All columns: NCI-60 one-dose screen, growth in % after 48 h at 10 µM unless noted; 100 = growth as untreated, 0 = no growth, -100 = all killed.
EKVX: EKVX NSCLC; AID 1794765; 3% of 71,000 active
SK-MEL-28: SK-MEL-28 melanoma. 4.1% of 81,000 active. AID 1794761
A549/ATCC: A549/ATCC NSCLC; 3.7% of 81,000 active; AID 1794740
M14: M14 melanoma | 6.2% of 80,000 active
UACC-62: UACC-62 melanoma. 5.4% of 81,000 active. AID 1794756
HOP-92: HOP-92 NSCLC cells; 6.3% of 71,000 active
UACC-257: UACC-257 melanoma; 4.4% of 78,000 active
SK-MEL-5: SK-MEL-5 melanoma | 6.4% of 80,000 active | AID 1794755
* marks the source's active call; other numbers are inactive results; nt = not tested or not shown; [ ] = remark or other dose. How the source made its calls: active means growth percent below 10; inactive means the rest.

SMILES	EKVX	SK-MEL-28	A549/ATCC	M14	UACC-62	HOP-92	UACC-257	SK-MEL-5
C[C@H]1C[C@@H]2[C@H]([C@@H](O)C[C@@]3(C)[C@H]2CC[C@]3(O)C(=O)CF)[C@@]2(C)C=CC(=O)C=C12	47	104	40	89	99	78	90	93
CC(C)N=C(N)/N=C(\N)Nc1ccc(Cl)cc1	96	102	88	93	104	nt	92	nt
CCC(=O)Nc1cc2c(cc1Cl)-c1ccccc1C2	57	122	94	102	85	77	97	93
O=CNNC=O	nt	104	99	105	107	95	85	103
Nc1ccccc1-c1n[nH]c(=O)[nH]c1=O	nt	103	105	99	89	nt	nt	nt
NC(C(=O)O)C(O)c1cccc(OCc2ccccc2)c1 (stereo not drawn)	95	95	97	97	91	78	101	96
CN1CCN(CCOc2ccc(-c3cnc4c(-c5cccc(F)c5)cnn4c3)cc2)CC1	76	92	49	2.0*	78	25	67	72
CN1CCCC1=Nc1ccccc1	103	97	98	117	91	89	101	104
Cn1c(=O)nc(N)n(NC(=O)CCl)c1=O	103	119	102	101	96	73	105	90
OCC1OC(n2cnc3c2NC=NC[C@H]3O)CC1O (stereo partly drawn)	106	129	99	97	85	96	95	107
Clc1ccc2[nH]cc(-c3nn4cc(-c5nccs5)nc4s3)c2c1	78	105	95	90	85	92	105	95
COc1ccc(-c2nocc2-c2cnn(C)c2)cc1	99	110	89	102	105	102	101	102
C=CN(C)S(C)(=O)=O	nt	39	35	29	43	nt	35	12
COc1ccc(/C=C/C(=O)c2c(O)c3ccccc3oc2=O)cc1	100	97	96	102	95	nt	98	107
Nc1ccc2c3c(cccc13)-c1ccccc1-2	87	110	85	90	85	nt	104	98
N=C(N)SSC(=N)N	nt	92	91	110	102	98	98	111
COC(=O)c1c(O)cc(OC)cc1OC	83	107	96	101	99	nt	98	103
O=C1Nc2ccccc2/C1=C/c1ccc(OCc2ccccn2)cc1	53	101	71	92	60	31	87	52
O=C1N[C@H](Cc2cnc[nH]2)C(=O)N2CCC[C@@H]12	97	112	103	104	107	104	101	101
CC(=O)O[C@H]1CC[C@]2(C)[C@H]3CC=C4[C@@H]5[C@H](C)[C@@H](C)CC[C@]5(C(=O)NCCNCCNCCN)CC[C@@]4(C)[C@]3(C)CC[C@H]2C1(C)C	73	90	74	88	92	55	98	96

Rewritten with values under each structure: 3 of the compounds above
Each structure is followed by: EKVX	SK-MEL-28	A549/ATCC	M14	UACC-62	HOP-92	UACC-257	SK-MEL-5
Cn1c(=O)nc(N)n(NC(=O)CCl)c1=O
  103	119	102	101	96	73	105	90
OCC1OC(n2cnc3c2NC=NC[C@H]3O)CC1O (stereo partly drawn)
  106	129	99	97	85	96	95	107
Clc1ccc2[nH]cc(-c3nn4cc(-c5nccs5)nc4s3)c2c1
  78	105	95	90	85	92	105	95

Additional compounds.
SMILES	EKVX	SK-MEL-28	A549/ATCC	M14	UACC-62	HOP-92	UACC-257	SK-MEL-5
O=C(CN1CCCCCC1)Nc1nc2ccc(NCc3ccccc3)cc2s1	59	92	73	83	66	71	72	62
O=S(=O)(CS(=O)(=O)c1ccc(Br)cc1)c1ccc(Br)cc1	88	97	93	100	96	85	108	101
COc1cc(-c2c(-c3ccccc3)noc2C(N)=O)c(OC)c2c1OCO2	97	109	106	104	89	106	108	104
Cn1cc(-c2nonc2-c2c[nH]c3ccccc23)c2cc(Br)ccc21	34	61	28	18	34	63	71	48
Cc1ccc(/C=C(/NC(=O)c2ccccc2)C(=O)Nc2ccc(S(N)(=O)=O)cc2)cc1	108	118	95	110	99	109	105	97
O=C(Cn1cc(C2CC2)nn1)Nc1nc(-c2ccc(Cl)cc2)cs1	88	100	95	nt	68	113	93	86
O=c1/c(=C/c2ccc(Cl)cc2)sc2nc3ccccc3n12	89	98	105	106	99	143	104	101
CCCN(CCC)C(=O)c1ccc(C)cc1	89	105	93	95	97	66	91	92
CC1(C)CC(=O)c2c(nn(-c3ccccc3)c2-c2cn(-c3ccccc3)nc2-c2ccccc2)C1	101	101	90	94	71	84	108	101
O=C1CCC2(CCCCC2)N1	126	114	107	102	102	nt	106	104
Cc1ncc(N)nc1C	99	110	103	98	103	88	104	86
Cc1ccc(Nc2[nH]c(=O)[nH]c(=O)c2N=O)cc1	99	108	107	100	90	69	113	98
COc1ccc(C2C(C#N)=C(N)OC3=C2C(=O)c2ccccc2C3=O)cc1 (stereo not drawn)	95	113	108	103	93	87	83	nt
O=C(/C(=C/c1ccccc1)CN1CCCCC1)c1ccccc1	6.2*	-63*	-14*	-48*	-67*	nt	-0.8*	-86*
COC(=O)c1c(C(=O)OC)c2ccc3c4ccccc4ccc3n2c1C(=O)C(F)(F)F	99	103	92	101	87	118	87	100
CC(=O)c1ccc(Oc2nccc(-c3ccc(Cl)cc3)n2)cc1	99	98	96	103	87	113	105	84
CC(=O)O[C@]1(C(C)=O)CC[C@H]2[C@@H]3C[C@H](C)C4=CC(=O)NCC[C@]4(C)[C@H]3CC[C@@]21C	nt	110	86	102	102	121	99	93
CCC(C)(c1ccc(O)c(C)c1)c1ccc(O)c(C)c1	83	133	83	92	69	82	107	95
Cc1ccc(C)c(N=Nc2cc(C)ccc2C)c1	93	102	88	99	96	89	85	96
COc1cc(-c2nnc(SC)n2-c2ccc(Cl)cc2)c(O)c2ccccc12	nt	98	86	79	67	nt	92	nt
CCOC(=O)c1ccc2c(c1)nc(NS(=O)(=O)c1ccc(C(F)(F)F)cc1)n2CCCOC(C)C	84	100	95	106	92	90	102	96
COc1cc(Cl)cc(-c2nn(C(=O)NS(=O)(=O)c3cccc(Br)c3)cc2-c2ccncc2)c1	50	105	68	79	66	36	124	92
CCOC(=O)c1c2ccncc2n2c(=O)n(-c3ccc(Cl)cc3)nnc12	69	108	80	102	62	74	91	84
CCN(CC)CCNc1ccc(CO)c2oc3cc(Cl)ccc3c(=O)c12	89	98	90	60	73	nt	-0.9*	54
CCCCC(CC)COC1CCC=CO1 (stereo not drawn)	nt	104	107	102	123	nt	107	97
N#Cc1c(N)nc2c(c(-c3ccc(Cl)cc3)nn2-c2ccccc2)c1C#N	83[100 µM]	114[100 µM]	95[100 µM]	106[100 µM]	98[100 µM]	91[100 µM]	92[100 µM]	103[100 µM]
O=S(=O)(Oc1ccccc1-c1ccccc1)c1ccccc1	nt	97	106	93	79	73	112	97
Cc1cccc(Cc2ccccc2C(=N)c2c(C)cccc2C)c1C	nt	94	93	100	85	82	84	97
COc1cc(-n2cc(C#N)c(N)c2C(=O)c2ccc(F)cc2)cc(OC)c1OC	100	103	98	98	98	nt	102	101
Cc1ccc(N2C(=O)C3C(C2=O)C2(c4ccccc4)C(=O)C3(c3ccccc3)C(c3ccccc3)=C2c2ccccc2)cc1 (stereo not drawn)	nt	99	67	63	72	115	61	66
Cc1cccc(Cc2cccc(C)c2O)c1O	96	103	91	96	86	88	96	93
COc1cc(Br)c(C(=O)O)cc1OC	91	99	97	94	113	88	88	105
COc1ccc(/C=C/C(=O)/C=C(/C=C/c2ccc(OC)c(OC)c2)OB(F)F)cc1OC	38	30	61	11	53	57	59	57
O=C(c1ccc(F)cc1)n1cc(-c2ccccc2)c(-c2ccccc2)c1	nt	97	86	98	90	96	100	92
Cn1c(=O)[nH]c2nc(SCC(=O)c3ccc(Br)cc3)[nH]c2c1=O	99	111	96	101	98	94	99	nt
CC1(C(Cl)(Cl)Cl)C=CC(=O)C(Cl)=C1 (stereo not drawn)	nt	100	96	107	103	76	92	102
O=C1CCCCC1CCc1ccncc1 (stereo not drawn)	89	112	100	nt	113	112	103	107
COc1ccccc1Nc1cc(NC(=O)CNc2cc(OC)c(Cl)c(OC)c2Cl)ncn1	95	109	93	99	87	89	87	97
C=C1C(=O)O[C@H]2[C@H]1CC/C(C(=O)Nc1ccc(OC)c(C(N)=O)c1O)=C\CC[C@@]1(C)O[C@@H]21	73	53	78	56	67	26	51	87
[O-][n+]1ccc2ccccc2c1	nt	108	96	106	104	nt	100	112
O=C1/C(=C/c2ccc(Cl)cc2)CN(C(=O)C(Cl)Cl)C/C1=C\c1ccc(Cl)cc1	-60*	-82*	-21*	-69*	-60*	-60*	-42*	-89*
Cc1[nH]c(C2CC(c3cccs3)=NN2C)c(C)c1C(=O)O (stereo not drawn)	94	109	102	99	96	87	101	99
COc1cc(NS(C)(=O)=O)ccc1Nc1c2ccc([N+](=O)[O-])cc2nc2c(C)cccc12	nt	42	-36*	23	16	-24*	2.1*	-0.8*
NC1C=C(O)N=C2SCN(C(c3ccccc3)c3nc4ncncc4[nH]3)CN21 (stereo not drawn)	102	112	110	nt	98	110	103	106
CCCCCc1cc(Br)c(OC)c(OC)c1	94	101	93	113	111	75	98	109
COc1cc(/C=C/C(=O)N2CCN(CC(=O)N3CCCC3)CC2)cc(OC)c1OC	110	119	99	99	112	91	100	113
COc1cc(/C=C2\Cc3cc4c(cc3C2=O)OCO4)cc(OC)c1	98	104	119	98	95	nt	121	95
O/N=C/c1ccc(Cl)c(Cl)c1	102	106	98	114	96	99	105	104
Cc1nc2c(=O)[nH]c(SCC(=O)O)nc2[nH]c1=O	101	102	100	95	92	101	97	102
CCCS(=O)(=O)Nc1ccc(F)c(C(=O)c2c[nH]c3ncc(-c4ccc(OCCCC5CCCCN5)nc4)cc23)c1F (stereo not drawn)	90	-1.7*	84	-17*	-22*	4.7*	-17*	45
O=C(CCCSc1nc(-c2ccc(Cl)cc2)cc(-c2ccc(Cl)cc2)n1)NO	-20*	25	10	-15*	-11*	28	13	-32*
Cc1ccc(OCCSC(=S)N(C)C)cc1	98	106	91	97	92	65	nt	100
Fc1ccc(COc2cccc(-c3nc4sccn4c3-c3ccncn3)c2)cc1	83	96	78	89	56	60	90	44
COc1ccc(CN(c2ccc(C)cc2)C2OC(=O)c3ccccc32)cc1OC (stereo not drawn)	nt	108	88	110	95	91	95	95
COc1ccc(/C=C(\C#N)n2nnc3ccccc32)cc1	24	36	19	-11*	21	25	78	6.7*
CCCCCCCCCCCCCC(=O)OCCCC	104	110	99	nt	98	88	106	103
CCOC(CN=Cc1cc(C)c2[nH]c3ccccc3c2c1C)OCC	105	103	102	94	71	115	90	105

Molecules from the list above containing sulfur (21):
SMILES	EKVX	SK-MEL-28	A549/ATCC	M14	UACC-62	HOP-92	UACC-257	SK-MEL-5
Clc1ccc2[nH]cc(-c3nn4cc(-c5nccs5)nc4s3)c2c1	78	105	95	90	85	92	105	95
C=CN(C)S(C)(=O)=O	nt	39	35	29	43	nt	35	12
N=C(N)SSC(=N)N	nt	92	91	110	102	98	98	111
O=C(CN1CCCCCC1)Nc1nc2ccc(NCc3ccccc3)cc2s1	59	92	73	83	66	71	72	62
O=S(=O)(CS(=O)(=O)c1ccc(Br)cc1)c1ccc(Br)cc1	88	97	93	100	96	85	108	101
Cc1ccc(/C=C(/NC(=O)c2ccccc2)C(=O)Nc2ccc(S(N)(=O)=O)cc2)cc1	108	118	95	110	99	109	105	97
O=C(Cn1cc(C2CC2)nn1)Nc1nc(-c2ccc(Cl)cc2)cs1	88	100	95	nt	68	113	93	86
O=c1/c(=C/c2ccc(Cl)cc2)sc2nc3ccccc3n12	89	98	105	106	99	143	104	101
COc1cc(-c2nnc(SC)n2-c2ccc(Cl)cc2)c(O)c2ccccc12	nt	98	86	79	67	nt	92	nt
CCOC(=O)c1ccc2c(c1)nc(NS(=O)(=O)c1ccc(C(F)(F)F)cc1)n2CCCOC(C)C	84	100	95	106	92	90	102	96
COc1cc(Cl)cc(-c2nn(C(=O)NS(=O)(=O)c3cccc(Br)c3)cc2-c2ccncc2)c1	50	105	68	79	66	36	124	92
O=S(=O)(Oc1ccccc1-c1ccccc1)c1ccccc1	nt	97	106	93	79	73	112	97
Cn1c(=O)[nH]c2nc(SCC(=O)c3ccc(Br)cc3)[nH]c2c1=O	99	111	96	101	98	94	99	nt
Cc1[nH]c(C2CC(c3cccs3)=NN2C)c(C)c1C(=O)O (stereo not drawn)	94	109	102	99	96	87	101	99
COc1cc(NS(C)(=O)=O)ccc1Nc1c2ccc([N+](=O)[O-])cc2nc2c(C)cccc12	nt	42	-36*	23	16	-24*	2.1*	-0.8*
NC1C=C(O)N=C2SCN(C(c3ccccc3)c3nc4ncncc4[nH]3)CN21 (stereo not drawn)	102	112	110	nt	98	110	103	106
Cc1nc2c(=O)[nH]c(SCC(=O)O)nc2[nH]c1=O	101	102	100	95	92	101	97	102
CCCS(=O)(=O)Nc1ccc(F)c(C(=O)c2c[nH]c3ncc(-c4ccc(OCCCC5CCCCN5)nc4)cc23)c1F (stereo not drawn)	90	-1.7*	84	-17*	-22*	4.7*	-17*	45
O=C(CCCSc1nc(-c2ccc(Cl)cc2)cc(-c2ccc(Cl)cc2)n1)NO	-20*	25	10	-15*	-11*	28	13	-32*
Cc1ccc(OCCSC(=S)N(C)C)cc1	98	106	91	97	92	65	nt	100
Fc1ccc(COc2cccc(-c3nc4sccn4c3-c3ccncn3)c2)cc1	83	96	78	89	56	60	90	44

Screens as filed in PubChem.
